# zVAD death inh: blocks zVAD induced death of L929 cells; L929 zVAD necroptosis rescue, ATP luminescence, 24 h; with zVAD 60 µM; viability rescue, % at 10 µM; actives 0.38% (n = 220,000);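 active means activation, scaled between plate controls, above about 75%, limit read from the data; inactive means activation under that limit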;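 further: 0% = zVAD with DMSO and 100% = DMSO alone without zVAD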
# p47phox inh: blocks human p47phox regulatory protein of NADPH oxidases; P14598; p47phox/p22phox peptide binding, fluorescence polarization, 2 h; inhibition, % at 24.7 µM; actives 0.53% (n = 220,000);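 active means inhibition above about 30%, limit read from the data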;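 further: 0% = p47phox with labelled peptide and 100% = labelled peptide alone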
# Mdm2 ligase inh: Mdm2 E3 ligase (human) inhibition; Q00987; actives 0.11% (n = 210,000); signal enhancement, % at 5 µM; cell-based MDM2 ubiquitination luciferase reporter, 2 h; 0 = plate control, 100 = twice control, blank-subtracted;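 active means signal enhancement of 30% or more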;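 further: luminescence tracks abundance of the self-degrading MDM2-luciferase fusion protein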
# Target sequence (Q00987 whole entry, looked up, the tested form may be a part): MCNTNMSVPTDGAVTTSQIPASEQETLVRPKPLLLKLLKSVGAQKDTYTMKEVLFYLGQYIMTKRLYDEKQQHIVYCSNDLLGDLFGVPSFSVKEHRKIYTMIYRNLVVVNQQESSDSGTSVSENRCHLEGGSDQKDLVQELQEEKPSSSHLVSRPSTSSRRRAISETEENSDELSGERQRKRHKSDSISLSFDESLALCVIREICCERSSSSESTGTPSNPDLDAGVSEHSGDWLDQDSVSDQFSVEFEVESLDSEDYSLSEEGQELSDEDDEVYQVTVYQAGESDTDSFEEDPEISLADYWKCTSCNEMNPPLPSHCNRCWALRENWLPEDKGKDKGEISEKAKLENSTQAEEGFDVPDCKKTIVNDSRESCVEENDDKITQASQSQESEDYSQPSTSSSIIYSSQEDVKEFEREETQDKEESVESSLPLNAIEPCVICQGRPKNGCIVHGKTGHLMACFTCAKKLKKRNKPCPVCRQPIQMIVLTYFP
#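 Test system: mammalian cells stably expressing self-ubiquitinating, self-degrading MDM2 E3–luciferase fusion; Amount: 2000 cells in each well; Medium: DMEM; Schedule: 4 h settle plus 2 h compound, 37 °C; Technique: SteadyLite luciferase luminescence after 15 min room-temperature reagent incubation; Benchmarks: plate control and blank wells.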
# 14-3-3 Bad PPI: disrupts binding of bovine 14-3-3 zeta to phospho-Bad peptide; actives 0.71% (n = 220,000); inhibition, % at 21.7 µM; P63103; TR-FRET 14-3-3zeta/Dy647-pBad peptide displacement, 1 h;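 active means inhibition above about 70%, limit read from the data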;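 further: 0% = full 14-3-3 plus peptide FRET controls and 100% = background without 14-3-3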
# Target sequence (P63103 whole entry, looked up): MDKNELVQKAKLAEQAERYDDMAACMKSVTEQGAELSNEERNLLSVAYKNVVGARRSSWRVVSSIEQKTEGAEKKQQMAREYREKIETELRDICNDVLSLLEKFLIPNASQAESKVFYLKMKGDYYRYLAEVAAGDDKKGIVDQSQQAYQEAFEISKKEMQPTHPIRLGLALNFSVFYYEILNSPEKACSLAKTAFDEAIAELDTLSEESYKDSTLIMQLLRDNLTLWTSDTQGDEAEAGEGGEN
# Hck Nef HTS: human Hck-Nef kinase inhibition; P08631; Recombinant Hck-YEEI plus Nef, Z-Lyte FRET kinase assay; inhibition, % at 20 µM; actives 0.68% (n = 220,000);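 active means Hck-Nef kinase inhibition above about 50%, limit read from the data; inactive means inhibition below that limit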;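 further: 0% = DMSO with Hck plus Nef and 100% = Hck alone without Nef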
# Tb hexokinase: blocks Trypanosoma brucei hexokinase 1 activity; inhibition, % at 10 µM; recombinant TbHK1, G6PDH-coupled NADH A340; AID 1430; actives 0.11% (n = 220,000);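 active means inhibition of 50% or more in the single-dose primary screen; inactive means inhibition below 50%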
# Runt-SMMHC FRET: inhibitors of human RUNX1 Runt domain binding to CBFb-SMMHC | Cerulean-Runt/Venus-CBFb-SMMHC FRET ratio 530/480, 1 h | Q01196+Q13951 | inhibition, % at 20 µM | actives 0.74% (n = 220,000);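 active means mean inhibition across duplicate retests at 20 µM reaching about 50%, limit read from the data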;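 further: 0% = DMSO wells and 100% = wells with excess untagged CBFb-SMMHC; inhibitors lower the FRET ratio by blocking Runt binding to CBFb-SMMHC; some results filed as inactive read as strong as hits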
# EBV gp42 block: inhibitors of Epstein-Barr virus glycoprotein 42; actives 0.42% (n = 220,000); Fluorescence polarization binding assay, mP read-out; Q1HVG2; AID 1085; inhibition, % (tested at 21.74 µM); in the data active means inhibition above about 50%
# Target sequence (Q1HVG2 whole entry, looked up): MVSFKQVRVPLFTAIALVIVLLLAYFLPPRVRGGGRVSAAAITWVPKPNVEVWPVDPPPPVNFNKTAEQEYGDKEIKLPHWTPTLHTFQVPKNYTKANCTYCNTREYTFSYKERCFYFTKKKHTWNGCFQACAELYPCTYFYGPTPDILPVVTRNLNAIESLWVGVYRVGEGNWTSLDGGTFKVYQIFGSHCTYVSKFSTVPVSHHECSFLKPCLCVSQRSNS
# Runt-CBFb FRET: blocks binding of human RUNX1 Runt domain to CBFb. Cerulean-Runt/Venus-CBFb FRET ratio 530/480, 1 h. inhibition, % at 20 µM. actives 0.46% (n = 220,000);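 active means inhibition over about 50% at 20 µM in the single-dose screen, limit read from the data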;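 further: 0% = DMSO wells and 100% = excess unlabeled CBFb competitor control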
#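 Schedule: protein complex preformed 1 h, compound exposure 1 h, room temperature, dark; test system: Cerulean-labeled Runt domain protein; amount: 100 nM per protein; buffer or medium: Tris 50 mM pH 7.5, KCl, K2SO4, 0.01% BSA; read-out: loss of energy transfer signal; detection: FRET fluorescence; controls: 5 µM unlabeled CBFb as full-inhibition high control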
# The depositor's hits bear a star; . = no result given; [ ] = remark or other dose.
# Results follow in this order: zVAD death inh, p47phox inh, Mdm2 ligase inh, 14-3-3 Bad PPI, Hck Nef HTS, Tb hexokinase, Runt-SMMHC FRET, EBV gp42 block, Runt-CBFb FRET
- Cc1ccc(N=C/C(C(=O)C(F)(F)F)=C(\O)c2cccs2)cc1
→ 0.1, -15, -51, -6[fluorescence artefact?], 0, -1, -2, -7, -5
- O=C(COc1ccccc1)Nc1ccc(CSc2ccccc2)cc1
→ 0.1, -6, -3, 18, 1, 1, -4, -5, .
- CCOC(=O)c1nc2nc(C)c(Cl)c(=O)n2[nH]1
→ 0.0, 2, -8, 1, -1, -1, -6, 1, 1
- CCN(CC(=O)Nc1ccc(C(C)=O)cc1)CC(=O)Nc1cccc(OC)c1
→ 4.2, -5, -6, -6, 20, 2, 2, -13, -2
- CC(C)[C@H](NC(=O)[C@H](CCCN=C(N)N)NC(=O)NC(Cc1ccccc1)C(=O)O)C(=O)NC(C=O)CCCN=C(N)N (some centres undefined)
→ 65, 14, ., 4[fluorescence artefact?], 4, 1, 1, 3, -3
- C=CCc1cccc(/C=C/c2cc(=O)c3ccccc3[nH]2)c1O
→ 0.1, -3, -3, 6, -3, -8, -6, -15, 6
- O=C1NCCN1C(=O)c1ccccc1F
→ 0.7, -4, 1, -2, -1, 5, -2, -7, -4
- CCOC(=O)c1cc(-c2ccc(Cl)s2)nc2c1c(C)nn2C
→ 0.8, -16, -6, ., 10, -7, 0, -26, 2
- CCCCOC(=O)CSCC(=O)Nc1cc(C)on1
→ -0.2, -11, -6, 12[fluorescence artefact?], 4, 14, 0, -17, 0
- CCn1c(Cc2ccccc2)nnc1SCC(=O)Nc1ccc(C)cc1
→ -1.5, 6, 3, -2, -7, 5, 3, -26, -4
- O=C(O)c1ccccc1C(=O)Nc1ccc(Oc2ccccc2)cc1
→ 1.2, 0, -9, 4, 7, -9, -4, -14, 1
- CCCN1C(=O)SC(CC(=O)Nc2ccc(Br)cc2)C1=O (centres undefined)
→ 0.6, -2, -1, 6[fluorescence artefact?], 1, -1, 0, -6, 1
- CCS(=O)(=O)c1ccc2oc(SCC(=O)NC3CCCC(C)C3C)nc2c1 (centres undefined)
→ -0.6, -2, -2, 0, 1, -3, 6, -12, 2
- O=C(NC(=S)Nc1cccc2ncccc12)c1ccccc1
→ 1.2, -7, -8, -12, -1, -5, 2, 3, 7
- CSc1ccccc1NC(=O)Nc1cccc(Cl)c1
→ 0.5, -7, -6, -4, 5, 1, -8, 10, -1
- O=c1c(-c2ccccc2)c[nH]n1-c1cccc([N+](=O)[O-])c1
→ -0.2, -7, -16, -3, 14, 7, 5, -3, -1
- O=C(NCCc1ccccc1)N1CCCC(CNS(=O)(=O)Cc2ccccc2)C1 (centres undefined)
→ -0.3, 10, -5, -6, 17, -5, 1, -6, 0
- CN1C(=O)NC(NC(=O)c2ccncc2)(C(F)(F)F)C1=O (centres undefined)
→ 0.4, -21, -12, -5, 0, -8, 3, -12, 0
- NC(=S)N/N=C/c1cc([N+](=O)[O-])ccc1OCCOc1ccccc1
→ 0.0, 4, -11, 2, 12, -23, -17, -15, -14
- Cc1ccccc1[C@@H]1C(C#N)=C(N)S[C@H]1C(=O)c1ccccc1
→ 0.6, -192, -4, -19, 17, -4, 2, -13, 2
- COc1ccc(/C=C/C(=O)Nc2ccc(NC(C)=O)cc2)cc1S(=O)(=O)N1CCOCC1
→ -1.1, -14, ., 2, 25, -55, 2, -22, 3
- CC1CCCCC1n1c(=S)[nH]c2ccccc2c1=O (centres undefined)
→ 0.3, -10, -6, 0, 6, 2, 4, 7, -2
- CN1CCN(c2ccc(CNS(=O)(=O)c3ccc(Cl)cc3)cc2)CC1
→ -0.8, -7, -3, -3, 7, -5, 2, -3, -2
- O=C(C1CCC(=O)N1Cc1cccs1)N1CCOCC1 (centres undefined)
→ 0.2, -4, -11, -8, 17, -1, 2, -4, -1
- CC(C)C(NC(=O)CN(c1cccc(F)c1)S(C)(=O)=O)C(C)C
→ -1.3, -5, -11, -7, 5, 5, 5, -12, -1
- COC(=O)c1c(NC(=O)CCC(=O)O)sc2c1CCCCC2
→ 0.9, -3, -7, -2, -1, -11, -1, -19, 0
- CCc1nnc(NC(=O)CCN(c2cc(C)cc(C)c2)S(=O)(=O)c2ccc(Cl)cc2)s1
→ 1.3, -1, -12, 3, 3, -1, 0, 2, -3
- CCc1nn(CC(=O)Nc2cc(C)ccc2C)c(=N)s1
→ -0.4, -2, -13, 7, 10, 2, 1, -5, -2
- O=C(CCl)N1CCN2C(=O)c3ccccc3C12c1ccc(Cl)cc1 (centres undefined)
→ 54, -10, 7, -4, 20, 1, 3, -5, 1
- O=C(NCCC1=CCCCC1)c1cc2ccccc2oc1=O
→ 0.5, -11, -4, -1, 14, -9, 1, -16, -2
- Cc1sc(NC(=O)CSc2nnnn2C2CCCCC2)c(C#N)c1C
→ 0.0, -48, -71, 6[fluorescence artefact?], 1, 1, 0, -6, -2
- CCCS(=O)(=O)N1CCC(C(=O)NCc2cccnc2)CC1
→ 0.8, -6, -6, -15, 4, 5, -2, -8, 3
- Cc1nnc(SCC(=O)N(C(C)C)C(C)C)[nH]c1=O
→ -0.2, -8, -21, 7, 13, 10, ., -12, .
- COc1nc(N)c(S(=O)(=O)c2ccc(C)cc2)cc1C#N
→ 0.2, -25, -10, ., 1, 0, 24, -54, 10
- CCN(CC)CCNC(=O)/C(=C/c1cn(C)c2ccccc12)NC(=O)c1ccc(OC)c(OC)c1
→ 0.0, -12, -4, -7, 8, -58, 0, -4, 3
- Clc1ccc(C2[C@H]3CN(CC4CCCCC4)[C@H](c4ccccc4)C34CC2(c2ccccc2)C4)cn1 (some centres undefined)
→ 0.0, -20, 19, -1, 29, -5, 3, -24, 1
- COc1ccc(-n2ncc3c(=O)n(CC(=O)N4CCCc5ccccc54)cnc32)cc1
→ 3.1, 7, -25, 21[fluorescence artefact?], -1, 3, 0, -4, -3
- COc1cc(/C=C2/NC(=O)NC2=O)cc(Br)c1OCc1cccc(C(=O)O)c1
→ 4.3, -19, 4, -11, 6, -6, -5, -4, 1
- CS(=O)(=O)N1CCN(c2ncnc3c2cnn3-c2ccccc2)CC1
→ 3.0, -1, 1, -13, 17, -4, 4, -22, -2
- CCCc1nc(NCc2ccncc2)c2nnn(Cc3ccccc3F)c2n1
→ -0.2, -5, -6, 6, 0, -7, 2, -12, -2
- CC(C)CCn1cnc2c(NCc3ccccc3)ncnc21
→ -0.5, -5, -13, -2, -1, -8, 1, 4, -1
- C/C(=N\NC(=O)CN1CCN(S(=O)(=O)c2ccc(C)cc2)CC1)c1ccncc1
→ 0.1, -7, 1, -3, 25, -10, -4, -15, 1
- O=C(CN1CCC(n2nnc3cc(F)ccc32)CC1)NC1CC1
→ 4.0, -15, -2, 1, -1, -1, -2, -15, -1
- COC(=O)c1scc(C)c1S(=O)(=O)Nc1ccc(C)cc1
→ -0.5, -6, -16, 1, -9, -1, -6, -13, 5
- Cc1nn(C)cc1CNC(=O)c1ccc(Br)o1
→ 0.1, -2, -40, -2, 0, 4, -1, -2, 2
- C/C(=N/NC(=O)c1cccc(C)c1)c1c(O)cc(C)oc1=O
→ 0.0, -17, ., 12, 3, -12, 7, -16, 0
- CCC(C(=O)NC1CCCC1)N(C(=O)Cn1nnc(-c2ccc(C)cc2)n1)C1CCCC1 (centres undefined)
→ -0.5, -3, -4, 6, -5, 0, ., -14, .
- Cc1cc(S(=O)(=O)n2cnc3ccccc32)c(C)cc1Cl
→ 0.4, -6, -6, -5, -1, -2, 0, -6, 0
- COc1cc(SC)ccc1C(=O)OCC(=O)NC1CC1
→ 4.1, -2, -5, 5, -1, 7, 3, 2, 1
- C#CCSc1nc2[nH]ncc2c(=O)[nH]1
→ 1.2, -3, -19, 3[fluorescence artefact?], -2, 32, -3, 12, -1
- Cc1cc(N2CCN(C3CCCCC3)CC2)n2nc(C)nc2n1
→ ., 3, ., 1, -5, 1, -1, -10, -1
- CCc1cc2c(=O)c(-c3nc4ccccc4[nH]3)coc2c(CN2CCCCC2)c1O
→ 0.5, -22, -14, 1, 16, -44, 3, -15, -1

# 16 structures out of the list, sorted by length of the SMILES, lowest first.
# Results follow in this order: zVAD death inh, p47phox inh, Mdm2 ligase inh, 14-3-3 Bad PPI, Hck Nef HTS, Tb hexokinase, Runt-SMMHC FRET, EBV gp42 block, Runt-CBFb FRET
- C#CCSc1nc2[nH]ncc2c(=O)[nH]1
→ 1.2, -3, -19, 3[fluorescence artefact?], -2, 32, -3, 12, -1
- Cc1nn(C)cc1CNC(=O)c1ccc(Br)o1
→ 0.1, -2, -40, -2, 0, 4, -1, -2, 2
- CC(C)CCn1cnc2c(NCc3ccccc3)ncnc21
→ -0.5, -5, -13, -2, -1, -8, 1, 4, -1
- Cc1nnc(SCC(=O)N(C(C)C)C(C)C)[nH]c1=O
→ -0.2, -8, -21, 7, 13, 10, ., -12, .
- CCCS(=O)(=O)N1CCC(C(=O)NCc2cccnc2)CC1
→ 0.8, -6, -6, -15, 4, 5, -2, -8, 3
- O=C(CN1CCC(n2nnc3cc(F)ccc32)CC1)NC1CC1
→ 4.0, -15, -2, 1, -1, -1, -2, -15, -1
- Cc1sc(NC(=O)CSc2nnnn2C2CCCCC2)c(C#N)c1C
→ 0.0, -48, -71, 6[fluorescence artefact?], 1, 1, 0, -6, -2
- CCCc1nc(NCc2ccncc2)c2nnn(Cc3ccccc3F)c2n1
→ -0.2, -5, -6, 6, 0, -7, 2, -12, -2
- C/C(=N/NC(=O)c1cccc(C)c1)c1c(O)cc(C)oc1=O
→ 0.0, -17, ., 12, 3, -12, 7, -16, 0
- CS(=O)(=O)N1CCN(c2ncnc3c2cnn3-c2ccccc2)CC1
→ 3.0, -1, 1, -13, 17, -4, 4, -22, -2
- CCc1cc2c(=O)c(-c3nc4ccccc4[nH]3)coc2c(CN2CCCCC2)c1O
→ 0.5, -22, -14, 1, 16, -44, 3, -15, -1
- COc1ccc(-n2ncc3c(=O)n(CC(=O)N4CCCc5ccccc54)cnc32)cc1
→ 3.1, 7, -25, 21[fluorescence artefact?], -1, 3, 0, -4, -3
- C/C(=N\NC(=O)CN1CCN(S(=O)(=O)c2ccc(C)cc2)CC1)c1ccncc1
→ 0.1, -7, 1, -3, 25, -10, -4, -15, 1
- CCC(C(=O)NC1CCCC1)N(C(=O)Cn1nnc(-c2ccc(C)cc2)n1)C1CCCC1 (centres undefined)
→ -0.5, -3, -4, 6, -5, 0, ., -14, .
- CCN(CC)CCNC(=O)/C(=C/c1cn(C)c2ccccc12)NC(=O)c1ccc(OC)c(OC)c1
→ 0.0, -12, -4, -7, 8, -58, 0, -4, 3
- Clc1ccc(C2[C@H]3CN(CC4CCCCC4)[C@H](c4ccccc4)C34CC2(c2ccccc2)C4)cn1 (some centres undefined)
→ 0.0, -20, 19, -1, 29, -5, 3, -24, 1

# Screening results (PubChem BioAssay)
